USP1 inh – inhibitors of human USP1/UAF1 deubiquitinase. O94782. recombinant USP1/UAF1, Ub-Rhodamine cleavage fluorescence. Potency, µM (top dose mostly 57.1 µM), without a hit: at the top dose activity change, negative = inhibition, most hits filed as inhibitors. actives 0.23% (n = 390,000). AID 743255; further: potency means the concentration at half of the fitted maximal effect; on the % scale 0 is the no-effect control and ±100 the full control effect; nearly all actives have a fitted effect of over 60% in size; inactives centre near -12
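High-throughput fluorogenic screen: 1nM USP1/UAF1 complex, Ub-Rho substrate 150nM final, 50mM HEPES pH 7.8 with 0.5mM EDTA, 0.1 mg/ml BSA, 1mM TCEP and 0.01% Tween-20.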
D2 antag – antagonizes the human D2 dopamine receptor; P14416; HEK293 TREx D2 cells, calcium flux, dopamine EC80; inhibition, % at 10 µM; actives 2% (n = 340,000); AID 485344; in the data active means inhibition above about 30%; further: 0% is about no effect
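Cells plated overnight at 30 C with tetracycline; no-wash calcium dye, 30–90 min RT; 10 s baseline; compound pinned; 180 s read; EC80 dopamine added; another 180 s read.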
TrxR1 inh – inhibitors of rat thioredoxin reductase 1 | O89049 | recombinant rTrxR1, NADPH fluorescence consumption, selenite substrate | Potency, µM (doses to about 114 µM), inactives show at the top dose activity change, negative = inhibition, actives largely listed as inhibitors | actives 1% (n = 390,000) | AID 588453; further: potency means the concentration at half of the fitted maximal effect; on the % scale 0 is the no-effect control and ±100 the full control effect; nearly all actives have a fitted effect of over 65% in size
Target sequence (O89049 whole entry, looked up): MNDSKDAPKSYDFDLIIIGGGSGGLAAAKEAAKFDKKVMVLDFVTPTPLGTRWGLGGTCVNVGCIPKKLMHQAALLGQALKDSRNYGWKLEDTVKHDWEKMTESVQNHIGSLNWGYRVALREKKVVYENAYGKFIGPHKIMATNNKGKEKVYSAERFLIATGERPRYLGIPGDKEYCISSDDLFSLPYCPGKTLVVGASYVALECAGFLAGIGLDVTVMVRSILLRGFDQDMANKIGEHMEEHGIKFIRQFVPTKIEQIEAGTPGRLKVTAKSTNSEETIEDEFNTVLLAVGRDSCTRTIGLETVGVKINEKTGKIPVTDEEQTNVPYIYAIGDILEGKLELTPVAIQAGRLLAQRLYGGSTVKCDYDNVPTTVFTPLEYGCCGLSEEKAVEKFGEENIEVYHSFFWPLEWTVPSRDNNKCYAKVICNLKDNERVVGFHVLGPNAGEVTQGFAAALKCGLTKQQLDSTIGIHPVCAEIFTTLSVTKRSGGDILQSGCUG
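Rat TrxR1 (90 nM in the dispensed reagent) was pre-reduced with 400 uM NADPH for 5 min at room temperature, then incubated with compound for 15 min. After 400 uM selenite was added, NADPH fluorescence (Ex 340/Em 450 nm) was followed for 8 min.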
TrxR1 substrate – is turned over as a substrate by rat TrxR1 | purified TrxR1 substrate turnover, NADPH consumption readout | O89049 | Potency, µM (titrated, usually from 114 µM), for the others: at the top dose activity change, negative = substrate turnover | actives 0.01% (n = 390,000); further: potency means the concentration at half of the fitted maximal effect; on the % scale 0 is the no-effect control and ±100 the full control effect; nearly all actives have a fitted effect of over 50% in size
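Rat TrxR1, dispensed at 90 nM, was prereduced with 400 uM NADPH (final) for 5 min at ~22 deg C, then incubated with compound 15 min before 400 uM selenite. A first-read NADPH fluorescence drop versus no-compound background flagged substrates.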
TRHR enhancer – allosterically enhances the human TRH receptor | P34981 | TRHR cells, fluo-8 calcium fluorescence, EC20 TRH enhancement | enhancement, % at 2 µM | actives 0.66% (n = 360,000) | AID 493056; in the data active means enhancement above about 30%; further: 0% is about no effect
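TRHR-expressing cells loaded with fluo-8 calcium dye were read kinetically (ex 480/em 530) during compound addition, then stimulated with an EC20 of TRH (10 nM final). Enhancement of the Gq-mediated intracellular calcium response was scored.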
TRHR agonist – activates the human TRH receptor. P34981. TRHR cells, calcium flux fluo-8, FDSS agonist mode. activation, % at 2 µM. actives 0.18% (n = 360,000). AID 493084; in the data active means activation above about 30%; further: 0% is about no effect
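TRHR-expressing cells loaded with fluo-8 calcium dye; 23 nL library compound pin-transferred, kinetic FDSS fluorescence (Ex 480/Em 530) recorded about 180 s for agonist-induced calcium release, before a 10 nM TRH EC20 addition for potentiator mode.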
D2 ag – activates the human D2 dopamine receptor | P14416 | HEK293 T-REx D2 cells, calcium flux agonist mode | activation, % at 2 µM | actives 0.53% (n = 340,000);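 active means activation over 3 SD above normal in the single-dose calcium agonist read, cut at about 30% in these data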; further: 0% is about no effect
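Tetracycline-induced HEK293 T-REx cells with force-coupled D2 receptor, plated overnight at 30 C, loaded with no-wash calcium dye. After a 10 s baseline, compound was pin-added and calcium flux read kinetically for 180 s; calcium rises flagged agonists.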
PI4K2A block – blocks human PI4K2A kinase activity. Q9BTU6. purified PI4K2A, ADP-Glo luminescence, 1 h; hits give low values. activity change, negative = inhibition, % at 76.9 µM. actives 0.13% (n = 420,000). AID 1346378; in the data active means activity change below about -50%; inconclusive means mostly about -30% to -49%;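 further: -100% = wells without enzyme as full effect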
Target sequence (Q9BTU6 whole entry, looked up): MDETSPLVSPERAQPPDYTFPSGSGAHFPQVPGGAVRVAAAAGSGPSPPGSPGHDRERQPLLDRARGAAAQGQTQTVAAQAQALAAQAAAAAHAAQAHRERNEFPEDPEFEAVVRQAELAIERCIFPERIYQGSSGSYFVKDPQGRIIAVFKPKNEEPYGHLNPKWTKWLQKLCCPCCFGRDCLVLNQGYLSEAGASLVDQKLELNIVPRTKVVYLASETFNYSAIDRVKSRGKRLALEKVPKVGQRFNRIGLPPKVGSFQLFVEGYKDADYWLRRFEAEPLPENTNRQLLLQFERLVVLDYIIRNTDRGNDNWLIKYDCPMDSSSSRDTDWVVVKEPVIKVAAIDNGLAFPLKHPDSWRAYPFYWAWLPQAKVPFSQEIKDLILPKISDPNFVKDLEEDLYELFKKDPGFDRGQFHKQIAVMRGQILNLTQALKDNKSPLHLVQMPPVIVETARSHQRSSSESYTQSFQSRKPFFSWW
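PI4K2A activity was measured by ADP-Glo luminescence: enzyme (4 ug/mL stock) and phosphatidylinositol (1.2 mM stock) in Tris pH 7.5/MgCl2/EGTA/Triton X-100 buffer were reacted with ATP (300 microM stock) for one hour at ambient temperature.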
IDH1 R132H inh – inhibitors of human mutant IDH1 R132H | Potency, µM (series often up to 76.6 µM), inactives show at the top dose activity change, negative = inhibition, usual class: inhibitors | O75874 | actives 0.093% (n = 390,000) | IDH1-R132H enzyme, NADPH consumption, diaphorase/resazurin fluorescence; further: potency means the concentration at half of the fitted maximal effect; on the % scale 0 is the no-effect control and ±100 the full control effect; nearly all actives have a fitted effect of over 65% in size
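IDH1-R132H (0.5 ug/mL dispensed) in pH 7.5 Tris buffer was preincubated 30 min with compound, then given a substrate mix of 0.016 mM NADPH and 2 mM alpha-KG for 80 min at room temperature; remaining NADPH was read by diaphorase/resazurin fluorescence.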
The depositor's hits bear a star; u = inconclusive; x = no result given; [ ] = dose if it differs, or a comment. Unless noted, the call rests on the fitted dose curve; in most records, active means well fitted inhibition curve with a large enough effect; inconclusive means small, poorly fitted or top-dose-only effect; inactive means no such curve, though single readings can be large or run the other way.

SMILES	USP1 inh	D2 antag	TrxR1 inh	TrxR1 substrate	TRHR enhancer	TRHR agonist	D2 ag	PI4K2A block	IDH1 R132H inh
Cc1ccc2cc3c(N)c(C(=O)N4CCOCC4)sc3nc2c1	-14%	8	7%[57.1 µM]	2%[57.1 µM]	0	3.7	-2.0	-1	8%
CCCc1cc(=O)[nH]c(SCC(=O)Nc2nc3ccc(OCC)cc3s2)n1	-2%	9	17%	-7%	2	-0.4	0.2	-4	0%
O=C(CCSc1ccc(Cl)cc1)NC1CCCC1	-7%	2	17%	-8%	4	-0.5	-0.3	2	18%
Cc1ccc(-c2nc3ccc(Br)cn3c2Nc2ccc3c(c2)OCO3)o1	-2%	x	20%	4%	-9	-0.2	0.1	1	13%
O=C(N/C(=C\c1ccc([N+](=O)[O-])cc1)C(=O)N1CCOCC1)c1ccccc1	u	-4	12%[57.1 µM]	-3%[57.1 µM]	-3	0.7	6.2	3	9%
CCOC(=O)c1c(NC(C)=O)sc2c1CCCNC2=O	4%	x	9%[57.1 µM]	-10%	-3	1.1	x	-4	2%
Cn1nc(-c2ccccc2)c(COC(=O)c2cccc(Cl)c2)c1S(=O)(=O)c1ccccc1	-19%	-14	20%[57.1 µM]	15%[57.1 µM]	8	0.3	-0.5	5	0%
CCc1cc[n+](-c2nc3ccccc3nc2[N-]S(=O)(=O)c2ccc(Br)s2)cc1	u	-11	-22%[57.1 µM]	-2%[57.1 µM]	2	3.3	13	1	-2%
COc1ccc(/C=C(\C#N)c2cc(OC)c(OC)cc2[N+](=O)[O-])cc1	-5%	-5	7%	-6%	1	0.5	1.6	-10	0%
COc1ccc(NC(=O)C2CCN(S(C)(=O)=O)CC2)cc1Cl	-4%	5	18%	3%[57.1 µM]	6	0.5	1.3	3	0%
Cc1cc(Cl)ccc1NS(=O)(=O)c1c(C)[nH]c(=O)[nH]c1=O	-10%	7	32%	6%	15	0.8	1.3	1	-6%
O=C(COC(=O)C1CCN(S(=O)(=O)c2cccc3cccnc23)CC1)c1ccc([N+](=O)[O-])cc1	-27%	-5	6%[57.1 µM]	6%[57.1 µM]	10	0.1	-0.5	1	7%
CCOc1ccc(NC(=O)CN(C)C(=O)CCCOc2ccc(Br)cc2)cc1OCC	-5%	-1	-11%	-13%	0	-0.4	0.3	6	5%
CCC(=O)N1CCc2cc(Br)cc(S(=O)(=O)CCC(=O)N(CC)CC)c21	-25%	-6	20%	9%	3	0.3	-0.1	3	0%
CC(C)(C)c1ccc(C(=O)NCC(=O)OCC(=O)Nc2ccc3c(c2)OCCO3)cc1	-22%	-3	-1%	-14%	-4	-0.3	0.0	2	-8%
COCCn1c(=O)[nH]c(=O)c2c(C(F)(F)F)cc(-c3cccs3)nc21	-13%	12	102%	294%[activator][57.1 µM]	-5	-0.6	0.2	2	20%
CC(=O)Nc1ccc(S(=O)(=O)Nn2cnnc2)cc1	-27%	-14	-3%[57.1 µM]	-2%[57.1 µM]	25	0.1	3.5	5	0%
CCC(C)NC(=O)Cn1c(=O)n(-c2ccc(C)c(C)c2)c(=O)c2c(C)c(C(=O)N(CC)CC)sc21 (stereo unspecified)	-3%	x	9%[57.1 µM]	0%[57.1 µM]	-2	0.3	0.0	2	-1%
O=C(COC(=O)Cn1cnc2ccccc2c1=O)Nc1ccccc1OC(F)F	-25%	x	4%	-2%	x	x	x	0	10%
CCOC(=O)N1CCN(C(=O)CSc2nc3ccccc3c(=O)n2-c2ccccc2)CC1	-25%	2	-2%	9%[57.1 µM]	-6	-0.9	-0.6	3	2%
O=C(CC(NC(=O)c1ccccc1Cl)c1ccccc1)NCCc1ccc(Cl)cc1 (stereo unspecified)	-15%	11	-13%	-10%	-3	-0.2	0.6	0	11%
CC1=C(C(=O)Nc2ccccc2)C(c2coc3ccccc3c2=O)C2=C(CCCC2=O)N1 (stereo unspecified)	-3%	-3	9%	-6%	-11	0.1	3.6	-1	0%
O=C(c1cc(-c2ccccc2Cl)nc2ccccc12)N1CCN(c2ccccn2)CC1	-10%	x	12%	4%	x	x	x	4	-20%
CCOc1ccc(N2C(=O)C3Sc4[nH]c(=O)sc4C(/C=C/c4ccccc4)C3C2=O)cc1 (stereo unspecified)	19%	x	u	-13%	-3	4.6	x	-6	1%
CN(CCc1ccccc1)C(=O)c1ccc(NC(=O)Cc2ccc(NC(=O)C3CCN(C(=O)CCc4ccccc4)CC3)cc2)cc1	u	x	7%	-4%	x	x	x	-1	-2%

Given field by field: part of the list above
COCCn1c(=O)[nH]c(=O)c2c(C(F)(F)F)cc(-c3cccs3)nc21
  USP1 inh: -13%; D2 antag: 12; TrxR1 inh: 102%; TrxR1 substrate: 294%[activator][57.1 µM]; TRHR enhancer: -5; TRHR agonist: -0.6; D2 ag: 0.2; PI4K2A block: 2; IDH1 R132H inh: 20%
O=C(c1cc(-c2ccccc2Cl)nc2ccccc12)N1CCN(c2ccccn2)CC1
  USP1 inh: -10%; D2 antag: x; TrxR1 inh: 12%; TrxR1 substrate: 4%; TRHR enhancer: x; TRHR agonist: x; D2 ag: x; PI4K2A block: 4; IDH1 R132H inh: -20%

(more compounds)
SMILES	USP1 inh	D2 antag	TrxR1 inh	TrxR1 substrate	TRHR enhancer	TRHR agonist	D2 ag	PI4K2A block	IDH1 R132H inh
COc1cc(CCCN2CCNC[C@@H]2c2ccccc2)cc(OC)c1OC	18%	x	5%[57.1 µM]	-5%	x	x	x	-2	4%
CC(=O)c1ccc(NS(=O)(=O)c2ccc3[nH]c4c(c3c2)CCCCCC4)cc1	-11%	x	17%[57.1 µM]	2%[57.1 µM]	4	0.1	x	-4	-28%
Cc1ccc(CNC(=O)C2CC(=O)OC23CCCC3)c(C)c1 (stereo unspecified)	1%	-3	9%	-4%	-5	0.0	-0.3	0	-4%
COc1ccc(/C=C/C(=O)c2cc(Cl)ccc2O)c(OC)c1	-26%	-2	-8%	-7%	-5	0.7	1.4	-1	1%
N#CCCN(Cc1cccnc1)C(=S)NC(=O)C1CC1	x	1	x	x	-2	0.0	1.9	x	x
CSCCC(NS(=O)(=O)c1ccc2c(c1)oc(=O)n2C)C(=O)N1CCN(c2ccc(C(C)=O)cc2)CC1 (stereo unspecified)	-19%	x	11%[57.1 µM]	2%[57.1 µM]	0	0.3	-1.2	-7	4%
O=C(CSc1nnc(Nc2ccccc2F)s1)NC1CCS(=O)(=O)C1 (stereo unspecified)	-11%	x	7%	-2%	x	x	x	2	-5%
CC(C)(COC(=O)c1ccccc1)N1CC2CCC(C1)O2	2%	x	-7%[11.4 µM]	9%[57.1 µM]	x	x	x	3	3%
Cc1[nH]nc(-c2ccc(OCc3cnn(-c4ccccc4)c3)cc2O)c1Oc1ccc(F)cc1	-13%	-13	24%[57.1 µM]	8%	-4	0.3	-1.0	-5	1%
COc1ccccc1NC(=O)N1CCCC(CNC(=O)c2ccccc2Cl)C1 (stereo unspecified)	-4%	13	22%	1%	-1	-2.1	1.3	-7	0%
Cc1ccc(CN2CCN(Cc3cccn3-c3nccs3)CC2CCO)cc1 (stereo unspecified)	-22%	14	0%	0%	11	0.7	0.7	-1	-5%
Cc1ccc(C)c(S(=O)(=O)Nc2ccc3sc(C)nc3c2)c1	-14%	-18	-12%	-9%	-3	-0.6	0.0	-3	17%
CCCC1C2C(=O)N(c3ccccc3)C(=O)C2ON1c1ccccc1 (stereo unspecified)	1%	x	15%	1%	3	2.9	x	6	1%
Cn1c(N)c(C(=O)COC(=O)CNC(=O)c2ccccc2F)c(=O)n(C)c1=O	0%	x	-1%[57.1 µM]	5%[57.1 µM]	x	x	x	2	6%
O=C(O)c1ccccc1N(Cc1ccccc1)C(=O)COc1ccccc1	-11%	-3	5%	1%	2	-0.2	0.7	1	-7%
COc1cc2c(cc1O)CCN(C(=O)c1ccco1)C2C (stereo unspecified)	2%	-18	-4%	-4%	8	0.6	-0.4	-4	1%
Cc1ccccc1N(CC(=O)NC1CCCC1)C(=O)C1(C)CC(=O)N=C2C=CC(Cl)=CN21 (stereo unspecified)	u	-8	7%[57.1 µM]	76%[activator][57.1 µM]	4	-1.3	-3.0	0	0%
CCOC(=O)c1cnc2ccc(C)cc2c1Nc1ccc(OCc2ccccc2Cl)cc1	4%	x	9%	1%	-6	1.2	2.7	2	-8%
COCCn1c(SCC(=O)N2CCOCC2)nnc1-c1ccco1	-7%	2	7%	0%	2	0.4	0.2	2	0%
O=C(O)c1cccc(Cn2c(Cl)c(/C=N/NC(=O)c3ccccc3O)sc2=O)c1	-16%	x	-16%	-12%	-4	0.3	x	-9	-6%
O=C(Nc1cccc(C(=O)N2CCOCC2)c1)NC1CCCCC1	-5%	4	16%[57.1 µM]	11%[57.1 µM]	4	0.0	-0.7	-5	1%
COc1cc(Cl)c(CNC[C@H]2O[C@@H](n3cnc(C(N)=O)n3)[C@H](O)[C@@H]2O)c(Cl)c1O	-9%	x	7%	-1%	x	x	x	3	-9%
COC(C(=O)N1CCC(n2nccc2NC(=O)C2CC2)CC1)c1ccccc1 (stereo unspecified)	-20%	-13	8%	2%	1	0.5	0.2	-1	2%
Cc1ccc(SCCC(=O)Nc2cc(C)on2)cc1	-30%	9	5%	-1%	1	-1.2	-1.9	0	-4%
O=C(NCCCNC(=O)c1ccco1)c1ccc(F)cc1	-30%	25	21%	7%	1	-0.2	0.2	4	-11%
Cc1ccsc1C(=O)NC1CCCN(Cc2ccc(Cl)cc2)C1 (stereo unspecified)	-4%	23	0%	-5%	-3	-1.0	-0.4	0	1%
COc1ccc(OC)c(S(=O)(=O)N2CCCC(C)C2)c1 (stereo unspecified)	-20%	-15	-11%	-11%	2	-0.7	0.2	-1	7%
COc1ccccc1CNC(=O)Cn1nc(C(F)(F)F)cc1C	-9%	12	9%	-2%	-2	-0.2	0.4	2	-4%
Cc1nnc(SCC(=O)c2cc(C)n(-c3c(C)n(C)n(-c4ccccc4)c3=O)c2C)s1	-18%	17	-1%[57.1 µM]	-2%[57.1 µM]	0	1.9	1.9	6	7%

High-throughput results as filed in PubChem BioAssay.

Hits appear at their usual frequency. Share with any hit: about 3.9%.
